FBW7 activator = activators of human E3 ligase FBW7 | Q969H0 | AlphaScreen FBW7–phospho-cyclin E peptide binding, activator screen | normalized activity (activation), % at 26.1 µM | actives 0.13% (n = 650,000); in the data active means normalized activity above about 1.9%;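 further: purified mutant Fbw7 with reduced substrate affinity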
GPR151 activ = activators of human GPR151 | activation, % at 11.2 µM | actives 1% (n = 650,000) | PathHunter beta-arrestin GPR151 cells, luminescence | Q8TDV0; in the data active means activation above about 4.9%;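 further: 0% = median of compound wells and 100% = cells with positive control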
Target sequence (Q8TDV0 whole entry, looked up): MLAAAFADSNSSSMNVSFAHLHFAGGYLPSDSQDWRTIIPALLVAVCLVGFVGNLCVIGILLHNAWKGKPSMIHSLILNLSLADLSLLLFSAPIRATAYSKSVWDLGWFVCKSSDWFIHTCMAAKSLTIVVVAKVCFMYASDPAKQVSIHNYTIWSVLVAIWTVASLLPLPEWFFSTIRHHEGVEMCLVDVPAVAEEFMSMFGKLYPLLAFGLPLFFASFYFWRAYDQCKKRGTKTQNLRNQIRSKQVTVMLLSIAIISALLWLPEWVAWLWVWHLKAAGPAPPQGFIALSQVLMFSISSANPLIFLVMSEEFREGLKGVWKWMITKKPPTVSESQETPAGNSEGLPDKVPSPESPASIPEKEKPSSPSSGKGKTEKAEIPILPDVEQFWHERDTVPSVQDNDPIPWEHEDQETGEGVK
MITF inh = inhibitors of human MITF | O75030 | AID 1259374 | AlphaScreen MITF homodimerization, bead proximity signal | actives 0.91% (n = 650,000) | inhibition, % at 2.6 µM; in the data active means inhibition above about 50%;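 further: 0% = vehicle wells with protein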
Target sequence (O75030 whole entry, looked up): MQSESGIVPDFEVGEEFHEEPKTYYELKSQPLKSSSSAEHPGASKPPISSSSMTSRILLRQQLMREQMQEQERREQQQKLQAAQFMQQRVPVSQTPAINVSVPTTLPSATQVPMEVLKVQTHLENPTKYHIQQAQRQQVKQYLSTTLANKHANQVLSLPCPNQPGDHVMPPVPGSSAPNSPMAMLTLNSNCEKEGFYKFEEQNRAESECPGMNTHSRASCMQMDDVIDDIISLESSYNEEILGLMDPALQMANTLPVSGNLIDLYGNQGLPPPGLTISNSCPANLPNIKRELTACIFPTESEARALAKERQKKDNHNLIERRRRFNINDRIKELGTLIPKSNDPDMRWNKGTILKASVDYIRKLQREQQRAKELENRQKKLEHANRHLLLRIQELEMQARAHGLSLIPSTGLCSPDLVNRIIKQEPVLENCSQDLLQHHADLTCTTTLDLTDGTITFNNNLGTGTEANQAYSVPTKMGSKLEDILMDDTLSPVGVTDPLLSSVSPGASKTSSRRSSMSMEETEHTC
TEAD-YAP inh = TEAD-YAP interaction inhibition; HEK-TIYL cells, TEAD-Gal4/YAP UAS-luciferase luminescence; inhibition, % at 9.12 µM; actives 1.4% (n = 640,000); in the data active means inhibition above about 32%;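 further: 0% = median of test compound wells and 100% = reference inhibitor wells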
An asterisk follows results filed as active.

SMILES	FBW7 activator	GPR151 activ	MITF inh	TEAD-YAP inh
CN1Cc2ccccc2OC(c2ccccc2F)C1 (stereo unspecified)	-0.2	4.6	3	-10
CSc1nc2ccccc2c(=O)n1C1CCCCC1	0.2	5.3*	2	-6
CC(C)NC(=O)C1CCCN(S(=O)(=O)c2cccs2)C1 (stereo unspecified)	0.1	-0.4	-7	2
COc1cc(/C=N/NS(=O)(=O)c2ccc(C)c([N+](=O)[O-])c2)cc(Br)c1O	-0.1	0.0	34	6
CCC(=O)NC(c1nnc2n1CCN(Cc1ccc3cccc(OC)c3n1)CC2)C(C)C (stereo unspecified)	0.0	0.8	14	-5
O=C(Nc1ncc(Cc2ccc(F)cc2)s1)c1ncoc1-c1cccs1	-0.1	0.0	-5	4
CC(=O)N1CCc2[nH]nc(-c3cccc(Cl)c3)c2C1	-0.1	0.7	1	11
NC(=O)c1ccc(NC(=O)CCN2C(=O)c3ccccc3C2=O)cc1	-0.1	0.7	-12	-5
Cc1ncn(-c2ccc(Nc3nccc(N4CCCC(CO)C4)n3)cc2)n1 (stereo unspecified)	0.0	1.4	-8	-8
COc1cc(=O)n2c(c1C(=O)NCc1ccsc1)CCN(Cc1cnn(C)c1C)CC2	-0.2	0.7	11	-11
O=C(N/N=C/C=C/c1ccccc1Cl)c1cccc(F)c1	0.0	0.7	9	-47
O=C1c2ccc(Br)cc2C(=O)N1c1cccc([N+](=O)[O-])c1	0.2	0.9	-3	5
COc1cc(OC)cc(C(=O)Nc2ccccc2C(C)C)c1	-0.2	-1.3	-12	8
COc1ccc2c(c1)CC(c1nc3c(OCCCO)cc(-c4cn[nH]c4C)cc3[nH]1)CO2 (stereo unspecified)	1.1	-2.0	8	2
COCCNC(=O)Cn1ncc2c(=O)oc3ccc(C)cc3c21	0.0	1.2	-5	-3
CN(C)c1nnc(-c2ccccc2)c(-c2ccccc2)n1	-0.2	1.5	-3	-4
Cc1cc(C)nc(SCc2cc(=O)c(OC(=O)c3cc4ccccc4oc3=O)co2)n1	-0.2	-1.3	16	-8
COc1ccc(CC(=O)Nc2ccc(C(=O)Nc3ccccc3C(=O)O)cc2)cc1OC	0.2	-2.8	21	0
N#Cc1ccc(CSc2nnc(-c3ccncc3)o2)cc1	-0.8	2.3	2	19
NCCNc1ncc(C(F)(F)F)cc1Cl	0.5	-1.8	-12	-7
C=CCOc1c(I)cc(/C=c2\sc3n(c2=O)C(c2ccc4c(c2)OCO4)C(C(=O)OCC)=C(C)N=3)cc1OC (stereo unspecified)	0.2	-1.0	15	2
O=C(Cn1ncc2c(=O)oc3ccccc3c21)NCc1ccccn1	0.0	4.3	-8	11
Cc1occc1C(=O)N1CCC(n2nccc2NC(=O)CCOc2ccccc2)CC1	-0.1	-0.6	8	-2
CCN(CC)S(=O)(=O)c1ccc(C)c(NS(=O)(=O)c2ccc(Cl)cc2F)c1	0.0	-1.8	4	-1
COc1ccc(C2CC(=O)C3=C(C2)Nc2ccccc2N(C(=O)C2CC2)C3c2cc(OC)c(OC)c(OC)c2)cc1 (stereo unspecified)	0.0	0.1	-2	-3
Cc1cccc(CC2CN=C(N3CCOCC3)S2)c1 (stereo unspecified)	0.0	1.2	8	-9
Cc1nc(N2CCC(C)CC2)c2c(C)c(C(=O)NCCC3=CCCCC3)sc2n1	0.6	-0.7	-1	-6
CC(C)(C)C(=O)CSc1nc2ccccc2nc1Cc1ccc(F)cc1	0.0	0.3	2	11
CC1CCN(C(=O)CN2C(=O)COc3ccccc32)CC1	0.8	-0.4	19	-8
CCSCCOC(=O)C1=C(C)NC2=C(C(=O)C(C(=O)OC)C(C)C2)C1c1ccc(C)cc1 (stereo unspecified)	0.2	-0.4	1	12
CCC(C)(C)NC(=O)CN(C(=O)c1csnn1)c1ccccc1	-0.1	-0.7	-5	-5
CCN(CC)C(=S)NC(=O)/C=C/c1ccc(OC)c(OC)c1	0.3	0.5	23	12
CC(C)(C)C1CCc2c(sc(NC(=O)c3cccs3)c2C(=O)N2CCC(C(N)=O)CC2)C1 (stereo unspecified)	-0.1	0.8	22	3
COc1cc(/C=C2/NC(=O)NC2=O)cc(Cl)c1OCc1ccc([N+](=O)[O-])cc1	1.1	-1.3	17	-6
CC(=O)NNC(=O)CSc1nnc2c3c4c(sc3nc(C3CC3)n12)CCCC4	0.0	-0.9	-8	-8
COC(=O)c1ccc(C(=O)N2CCCC(c3c(S(C)(=O)=O)cnc4ncnn34)C2)cc1 (stereo unspecified)	0.0	-0.2	10	1
CCS(=O)(=O)N1CCC(c2nnc(-c3ccco3)o2)CC1	-0.1	-1.1	-4	-4
CNC(=O)c1cc(-c2ccccc2)nc2ccccc12	0.2	0.7	-6	5
COc1ccccc1CC(=O)Nc1ccc2c(c1)C(=O)NC2=O	-0.1	0.5	-8	-5
CCN(CC)CCCNC(=O)c1[nH]c(C)c(C(=O)NC2CCCCC2)c1C	-0.1	-0.6	90*	5
CCCCn1cc(S(=O)(=O)c2ccc(OC)cc2)c(=O)c2ccccc21	0.0	-0.5	3	5
CC1CN(C(C)C)C(C)CC1OC(=O)c1ccccc1 (stereo unspecified)	0.1	-0.7	2	-5
CC(=O)NCCOc1ccc(C2CCCCC2)cc1	-0.1	-1.1	-4	-33
N#CC1=C(N)Oc2n[nH]c(-c3ccccc3)c2C1c1cc(Cl)cc(Cl)c1OC(=O)N1CCOCC1 (stereo unspecified)	-0.3	0.0	2	6
Cc1ccc(C)c(CSc2nc3ccsc3c(=O)n2NC(=O)c2ccccc2)c1	0.2	-1.3	-5	9
CC(=O)c1c(C)[nH]c(C(=O)Nc2ccc(C)c(C)c2)c1C	0.2	-0.8	11	-54
COCc1cc(C)nc(SCC[N+](C)(C)CC(=O)c2ccccc2)c1C#N	-0.1	0.3	7	10
CCOC(=O)C1=C(C)NC2=C(C(=O)CC(c3ccccc3)C2)C1c1cccc(O)c1 (stereo unspecified)	0.3	3.7	2	7
CC(C)(C)OC(=O)COC(=O)/C=C/c1ccc([N+](=O)[O-])cc1	0.5	-0.9	17	3
CC(=O)N(C)c1nnc(-c2ccc(C)nc2)s1	-0.1	0.5	-8	1

Additional entries
SMILES	FBW7 activator	GPR151 activ	MITF inh	TEAD-YAP inh
COc1cccc(CNC(=O)Cn2c(=O)n(CCc3ccccc3)c(=O)c3nccnc32)c1OC	0.6	-2.0	16	0
CC(=O)OCC1OC(OC(C)=O)C(NC(=O)C(F)(F)F)C(OC(C)=O)C1OC(C)=O (stereo unspecified)	0.0	0.0	-4	-3
O=C1CSC(c2ccc(Cl)cc2)N1c1ccc(F)cc1F (stereo unspecified)	0.0	1.3	6	9
CCOc1ccc(/C=C2\NC(=S)N(C)C2=O)c(OCC)c1	0.0	-0.4	11	10
O=C(Nc1ccccn1)c1cc2c(=O)n3ccccc3nc2s1	0.3	-0.5	8	-7
COc1ccc(C(C)(C)C)cc1S(=O)(=O)Nc1ccc(F)cc1	0.0	1.9	7	-10
C=CCN1CC(c2nc3ccccc3n2CCCC)CC1=O (stereo unspecified)	0.1	4.2	-19	2
Nc1ncnc2nc(SCC(=O)Nc3ccc(Cl)cc3)[nH]c12	-0.2	0.8	0	-1
Cc1cc(Br)ccc1N1C(=O)/C(=C/c2ccc(Br)cc2)C=C1c1ccccc1	-0.1	1.7	-4	0
CC(C)(C)C1CCc2nc(SCC(=O)c3ccc(Br)cc3)c(C#N)c(-c3cccs3)c2C1 (stereo unspecified)	-0.2	0.8	1	3
Cc1ccc(NCCNS(=O)(=O)c2cc(F)ccc2F)nn1	0.9	2.1	0	-14
CCOC(=O)c1c(C2COc3ccccc3O2)csc1NC(=O)c1ccccc1 (stereo unspecified)	0.1	1.9	-1	4
Nc1nnc(SCC2=CC(=O)N3C=CSC3N2)s1 (stereo unspecified)	0.4	-0.3	8	1
C=CCN1C(=O)c2ccc(C(=O)OCC(=O)NCC(F)(F)F)cc2C1=O	-0.1	1.7	4	-3
CCN(CC)S(=O)(=O)c1ccc(-c2csc(-c3ccccc3)n2)cc1	-0.1	2.4	8	-14
COc1cc([C@@H]2C[C@H]3CN(C)C(=O)[C@]34CCCN24)cc(OC)c1OC	0.1	0.9	8	7
O=C(CSc1nc2ccccc2[nH]1)c1ccc(O)cc1	0.1	-3.0	-14	-49
Cc1ccc(Cn2c(=O)c(CCC(=O)NC3CCCC3)nc3ccccc32)cc1	0.0	1.5	8	1
CC(=O)C12c3ccccc3C(c3ccccc31)C1C(=O)N(c3ccccc3C)C(=O)C12 (stereo unspecified)	0.4	-0.1	7	-8
COc1ccc(NC(=O)c2ccco2)cc1NC(=O)COc1ccccc1	-0.2	0.4	8	-11
CCOC(=O)C1(CCOc2ccccc2)CCN(C2CCN(C(C)=O)CC2)CC1	0.1	0.3	-9	-5
COc1ccc(NC(=O)Cn2nc(C(F)(F)F)c(Br)c2C)cc1OC	0.1	-0.7	6	-1
CC1CN(C(=O)c2cc3ccccc3oc2=O)CC(C)O1 (stereo unspecified)	0.2	0.4	40	-2
CN1CCN(CCC(=O)Nc2ccc3c(c2)CCC3)CC1	0.3	1.0	8	9
COc1ccc(CC(=O)NCC(=O)N/N=C/c2ccc(Cl)cc2)cc1	0.1	0.0	4	4
O=C(CCl)NC(=O)CCSc1ccccc1	0.2	-1.4	-2	3
CCOc1cc2c(cc1OCC)C(c1cc(OC)c(O)cc1Cl)NCC2 (stereo unspecified)	-0.1	-0.3	10	-1
CCC(C)C(=O)Nc1ccc(O)cc1C(=O)O (stereo unspecified)	0.2	-2.2	13	-5
COc1ccc(Cn2ccnc2SCC(=O)NC2CCCC2)cc1	0.1	-2.4	3	-4
CCC(C(=O)Nc1ccc(S(=O)(=O)N2CCN(c3cnccn3)CC2)cc1)c1ccccc1 (stereo unspecified)	0.1	-0.3	14	1
OCCN1CCN(C(=S)Nc2ccc(Oc3ccccc3)cc2)CC1	0.0	-1.2	10	11
Cc1ccc(S(=O)(=O)CC(=O)Nc2ccc(I)cc2)cc1	0.9	0.4	13	14
Cc1nc2c(c(N3CCOCC3)n1)CN(Cc1cccnc1)CC2	0.1	1.4	-5	-9
CCOC(=O)c1c(NC(C)=O)sc2c(Cl)c(CNCCCCO)ccc12	0.1	-0.4	-10	-8
Cc1c(NS(=O)(=O)c2ccccc2F)c(=O)n(-c2ccccc2)n1C	0.6	4.7	4	-1
NC(=O)/C(=C/c1ccc([N+](=O)[O-])cc1)NC(=O)c1ccccc1	-0.1	0.3	11	3
CC1(C)CC(=O)c2c(oc3ccc(NS(=O)(=O)c4cccc([N+](=O)[O-])c4)cc23)C1	1.2	1.3	28	-7
C/C(=N\N=C(/N)SC1CC(=O)N(c2ccc(Cl)cc2)C1=O)c1cccs1 (stereo unspecified)	0.2	1.6	16	14
CC1Oc2ccc(F)cc2N(Cc2ccccc2)C1=O (stereo unspecified)	-0.2	-1.3	6	6
CCOC(=O)c1c(NC(=O)c2cc(Cl)ccc2OC)sc(C(=O)OC)c1C	0.1	-0.1	-4	7
O=C(O)CC(NC(=O)COc1cccc2ccccc12)c1ccc(Cl)cc1 (stereo unspecified)	0.0	1.0	-3	10
O=C(CSc1nnc(NC(=O)C2CCC2)s1)NC1CC1	0.1	-0.3	12	16
CCOc1ccc(-c2csc3c(=O)n(Cc4ccccc4)cnc23)cc1OCC	0.0	0.4	-7	16
CCNC(=O)Nc1nc2nc(-c3cccs3)cc(C(F)(F)F)c2s1	0.1	-2.3	10	4
CCN1CCN(CCCN2C(=O)C3C(C(=O)Nc4cc(C)cc(C)c4)C4C=CC3(O4)C2C(=O)NC2CCCC(C)C2C)CC1 (stereo unspecified)	0.0	-1.2	0	-4
O=[N+]([O-])c1cccc(Nc2nc(-c3cccnc3)cs2)c1	-0.3	2.7	-3	-11
Cc1ccc(C)c(OCC(=O)N/N=C/c2ccc([N+](=O)[O-])c(O)c2)c1C	0.3	0.9	2	-7
COc1ccccc1CNC(=O)CN1CCC(N2CCCCC2)CC1	0.2	3.4	29	1

Compounds from the list above with two or more sulfur atoms (12):
SMILES	FBW7 activator	GPR151 activ	MITF inh	TEAD-YAP inh
CC(C)NC(=O)C1CCCN(S(=O)(=O)c2cccs2)C1 (stereo unspecified)	0.1	-0.4	-7	2
O=C(Nc1ncc(Cc2ccc(F)cc2)s1)c1ncoc1-c1cccs1	-0.1	0.0	-5	4
CCN(CC)S(=O)(=O)c1ccc(C)c(NS(=O)(=O)c2ccc(Cl)cc2F)c1	0.0	-1.8	4	-1
CC(C)(C)C1CCc2c(sc(NC(=O)c3cccs3)c2C(=O)N2CCC(C(N)=O)CC2)C1 (stereo unspecified)	-0.1	0.8	22	3
CC(=O)NNC(=O)CSc1nnc2c3c4c(sc3nc(C3CC3)n12)CCCC4	0.0	-0.9	-8	-8
Cc1ccc(C)c(CSc2nc3ccsc3c(=O)n2NC(=O)c2ccccc2)c1	0.2	-1.3	-5	9
CC(C)(C)C1CCc2nc(SCC(=O)c3ccc(Br)cc3)c(C#N)c(-c3cccs3)c2C1 (stereo unspecified)	-0.2	0.8	1	3
Nc1nnc(SCC2=CC(=O)N3C=CSC3N2)s1 (stereo unspecified)	0.4	-0.3	8	1
CCN(CC)S(=O)(=O)c1ccc(-c2csc(-c3ccccc3)n2)cc1	-0.1	2.4	8	-14
C/C(=N\N=C(/N)SC1CC(=O)N(c2ccc(Cl)cc2)C1=O)c1cccs1 (stereo unspecified)	0.2	1.6	16	14
O=C(CSc1nnc(NC(=O)C2CCC2)s1)NC1CC1	0.1	-0.3	12	16
CCNC(=O)Nc1nc2nc(-c3cccs3)cc(C(F)(F)F)c2s1	0.1	-2.3	10	4

Rewritten as a markdown table: 2 of the compounds above.
| SMILES | FBW7 activator | GPR151 activ | MITF inh | TEAD-YAP inh |
| --- | --- | --- | --- | --- |
| O=C(CSc1nnc(NC(=O)C2CCC2)s1)NC1CC1 | 0.1 | -0.3 | 12 | 16 |
| Cc1ccc(C)c(OCC(=O)N/N=C/c2ccc([N+](=O)[O-])c(O)c2)c1C | 0.3 | 0.9 | 2 | -7 |

Screens from PubChem BioAssay.
